# NCI-60 one-dose screen, 48 h, at 10 µM unless noted. Numbers give growth in % (100 = growth as untreated, 0 = no growth, -100 = all killed).
# CCRF-CEM = CCRF-CEM leukemia; 77,000 compounds, 7% hits
# EKVX = EKVX NSCLC. 71,000 compounds, 3% hits. AID 1794765
# LOX IMVI = LOX IMVI melanoma. 79,000 compounds, 7.4% hits. AID 1794757
# A549/ATCC = A549/ATCC NSCLC; AID 1794740; 81,000 compounds, 3.7% hits
# HOP-92 = HOP-92 NSCLC cells; 71,000 compounds, 6.3% hits; AID 1794738
# HOP-62 = HOP-62 NSCLC; 80,000 compounds, 3.9% hits
# SK-MEL-5 = SK-MEL-5 melanoma. AID 1794755. 80,000 compounds, 6.4% hits
# M14 = M14 melanoma; 80,000 compounds, 6.2% hits
# Numbers without * were called inactive; · = no result given; & = joins results of further samples; [ ] = another dose, or the depositor's remark. How the source made its calls: active means growth percent below 10; inactive means the rest.
entry | Molecule | CCRF-CEM | EKVX | LOX IMVI | A549/ATCC | HOP-92 | HOP-62 | SK-MEL-5 | M14
1 | Cc1ccc(OP(=O)(Oc2ccc(C)c(C)c2)Oc2ccc(C)c(C)c2)cc1C | · | · | 89 | 68 | 56 | 94 | 87 | 93
2 | CN1C(=O)N(C)C(=O)C(NS(=O)(=O)c2ccc(N)cc2)(c2ccccc2)C1=O | 94 | 117 | 100 | 101 | · | 115 | 108 | 106
3 | CC1(C)N(Nc2ccccc2)C(=O)C2CCCN21 (stereo not drawn) | 18 | 74 | 6.2* | 79 | 53 | 76 | 98 | 10.0*
4 | CNC(=O)Oc1ccccc1-c1ccccc1 | 94 | · | 104 | 96 | 101 | 103 | 107 | 100
5 | O=[N+]([O-])c1ccccc1N1CCNCC1 | 112 | 104 | 96 | 95 | · | 89 | 102 | 98
6 | CN1CCN(c2ccc([N+](=O)[O-])c3no[n+]([O-])c23)CC1 | -31* | -34* | -46* | -49* | -23* | -98* | -47* | -65*
7 | NC(N)=NCCCCNC(=O)Oc1c(Br)cc(O)c(CC(=O)O)c1Br | 104 | 108 | 96 | 103 | 110 | 101 | 104 | 107
8 | O=C(O)C1CCN1C12CC3CC(CC(C3)C1)C2 (stereo not drawn) | 102 | 126 | 102 | 104 | 90 | 104 | 110 | 112
9 | CC(C)N(CCCl)CCOc1ccc(Cl)cc1Cc1ccccc1 | 71 | 77 | 76 | 98 | 56 | · | 68 | 93
10 | CC12CCC3c4ccc(O)cc4CCC3C1CCC2NC(=O)Cc1ccc(N(CCCl)CCCl)cc1 (stereo not drawn) | 52 | · | 87 | 69 | · | 102 | 81 | 102
11 | O=C1NC(=O)C(=Cc2cn(CC(O)Cn3cc(C=C4C(=O)NC(=O)NC4=O)c4ccccc43)c3ccccc23)C(=O)N1 | 105 | 101 | 98 | 86 | 101 | · | 101 | 99
12 | CC1(C)N=C(N)N=C(N)N1c1ccc(CCCCc2ccc(Cl)c(S(=O)(=O)F)c2)c(Cl)c1 | 3.5* | 45 | 14 | 15 | -0.1* | 18 | 11 | 21
13 | O=C1OC(c2cccnc2)=N/C1=C\c1ccc(Cl)cc1 | 96 | · | 90 | 105 | 98 | 104 | 94 | 103
14 | FC(F)(F)c1cccc(NC2=NCCS2)c1 | 92 | 107 | 97 | 100 | · | 96 | 92 | 104
15 | COC(=O)C12CCc3cc(OC)ccc3C1=CC(=O)C2 (stereo not drawn) | 95 | 122 | 100 | 102 | 107 | 98 | 111 | 127
16 | CC(=O)O[C@H]1CC[C@H]2[C@@H]3CC=C4c5nc(-c6ccc(O)cc6)sc5CC[C@]4(C)[C@H]3CC[C@]12C | 83 | 103 | 99 | 98 | 101 | 92 | 103 | 102
17 | CCCNC(=O)CCl | 106 | 108 | 96 | 106 | 103 | 109 | 95 | 111
18 | CCCCC(CCN)(c1cccs1)c1cccs1 | 100 | 104 | 95 | 100 | 88 | 95 | 103 | 99
19 | COC(=O)c1ccccc1C(=O)OC | 85 | 101 | 98 | 101 | 66 | 93 | 103 | 102
20 | CCOC(=O)C(O)(c1ccc(Cl)cc1)c1ccc(Cl)cc1 | 106 | 98 | 105 | 91 | 105 | 88 | 102 | 102
21 | C/C=C1\CN2CCC1CC2C(O)c1ccnc2ccc(O)cc12 (stereo not drawn) | 101 | · | 58 | 102 | · | 100 | 105 | 106
22 | C/C(CCN1CC1)=N\NC(=O)Nc1cccc2ccccc12 | 104&84 | 106&106 | 89&93 | 97&107 | 79 | 102&115 | 100&107 | 100&93
23 | COP(=O)(OC)N1CCCCC1 | 84 | 111 | 99 | 70 | 86 | 89 | 105 | 90
24 | CCCCCCC(C)(C)c1cc(OC)c2c(c1)OC(C)(C)[C@@H]1CC=C(C)C[C@@H]21 | 87 | 121 | 100 | 90 | 122 | 91 | 101 | 100
25 | CN(C)C(=O)Oc1ccc(Cl)cc1[N+](=O)[O-] | 93 | 102&124 | 104&93 | 107 | 103 | 107&107 | 91&109 | 95&102

# Reformatted with two lines to a compound: entries from further up.
# Second line of a record – CCRF-CEM | EKVX | LOX IMVI | A549/ATCC | HOP-92 | HOP-62 | SK-MEL-5 | M14
(9) CC(C)N(CCCl)CCOc1ccc(Cl)cc1Cc1ccccc1
 : 71 | 77 | 76 | 98 | 56 | · | 68 | 93
(10) CC12CCC3c4ccc(O)cc4CCC3C1CCC2NC(=O)Cc1ccc(N(CCCl)CCCl)cc1 (stereo not drawn)
 : 52 | · | 87 | 69 | · | 102 | 81 | 102
(11) O=C1NC(=O)C(=Cc2cn(CC(O)Cn3cc(C=C4C(=O)NC(=O)NC4=O)c4ccccc43)c3ccccc23)C(=O)N1
 : 105 | 101 | 98 | 86 | 101 | · | 101 | 99
(12) CC1(C)N=C(N)N=C(N)N1c1ccc(CCCCc2ccc(Cl)c(S(=O)(=O)F)c2)c(Cl)c1
 : 3.5* | 45 | 14 | 15 | -0.1* | 18 | 11 | 21
(13) O=C1OC(c2cccnc2)=N/C1=C\c1ccc(Cl)cc1
 : 96 | · | 90 | 105 | 98 | 104 | 94 | 103
(14) FC(F)(F)c1cccc(NC2=NCCS2)c1
 : 92 | 107 | 97 | 100 | · | 96 | 92 | 104
(15) COC(=O)C12CCc3cc(OC)ccc3C1=CC(=O)C2 (stereo not drawn)
 : 95 | 122 | 100 | 102 | 107 | 98 | 111 | 127
(16) CC(=O)O[C@H]1CC[C@H]2[C@@H]3CC=C4c5nc(-c6ccc(O)cc6)sc5CC[C@]4(C)[C@H]3CC[C@]12C
 : 83 | 103 | 99 | 98 | 101 | 92 | 103 | 102
(17) CCCNC(=O)CCl
 : 106 | 108 | 96 | 106 | 103 | 109 | 95 | 111
(18) CCCCC(CCN)(c1cccs1)c1cccs1
 : 100 | 104 | 95 | 100 | 88 | 95 | 103 | 99
(19) COC(=O)c1ccccc1C(=O)OC
 : 85 | 101 | 98 | 101 | 66 | 93 | 103 | 102
(20) CCOC(=O)C(O)(c1ccc(Cl)cc1)c1ccc(Cl)cc1
 : 106 | 98 | 105 | 91 | 105 | 88 | 102 | 102
(21) C/C=C1\CN2CCC1CC2C(O)c1ccnc2ccc(O)cc12 (stereo not drawn)
 : 101 | · | 58 | 102 | · | 100 | 105 | 106
(22) C/C(CCN1CC1)=N\NC(=O)Nc1cccc2ccccc12
 : 104&84 | 106&106 | 89&93 | 97&107 | 79 | 102&115 | 100&107 | 100&93
(23) COP(=O)(OC)N1CCCCC1
 : 84 | 111 | 99 | 70 | 86 | 89 | 105 | 90
(24) CCCCCCC(C)(C)c1cc(OC)c2c(c1)OC(C)(C)[C@@H]1CC=C(C)C[C@@H]21
 : 87 | 121 | 100 | 90 | 122 | 91 | 101 | 100
(25) CN(C)C(=O)Oc1ccc(Cl)cc1[N+](=O)[O-]
 : 93 | 102&124 | 104&93 | 107 | 103 | 107&107 | 91&109 | 95&102

# Further structures follow:
entry | Molecule | CCRF-CEM | EKVX | LOX IMVI | A549/ATCC | HOP-92 | HOP-62 | SK-MEL-5 | M14
26 | NC(N)=NC(N)=NCCc1c[nH]c2ccc(O)cc12 | 100[100 µM] | 99[100 µM] | 99[100 µM] | 104[100 µM] | · | 92[100 µM] | 102[100 µM] | 99[100 µM]
27 | COc1ccc(/C=C/C(=O)c2cc(S(=O)(=O)N(CCCl)CCCl)c(OC)cc2OC)cc1 | 86 | 98 | 43 | 87 | 94 | 92 | 100 | 99
28 | Cc1ccc(CCN)cc1 | 92 | 111 | 90 | 100 | 85 | 94 | 92 | 96
29 | Cc1ccc(C(Cc2ccccc2)NCCO)cc1 (stereo not drawn) | 99 | 100 | 100 | 69 | 75 | 80 | 98 | 87
30 | Cc1cc(Cl)ccc1OCC(=O)O | 98 | · | 92 | 107 | 83 | 98 | 99 | 109
31 | Cn1cc([N+](=O)[O-])cc1C(=O)C(Cl)(Cl)Cl | 95 | 107 | 105 | 94 | 103 | 98 | 105 | 110
32 | OC1(c2ccc(Cl)cc2Cl)c2ccccc2C2=NCCN21 (stereo not drawn) | 91 | 98 | 91 | 103 | -2.5* | 79 | 83 | 102
33 | [Cl][Sn]([c]1ccccc1)([c]1ccccc1)[c]1ccccc1 | -46* | · | -76* | -94* | -86* | -88* | -89* | -76*
34 | CCC1CN1P(=O)(OCCOC)N1CC1CC (stereo not drawn) | · | · | 105 | 101 | 98 | 111 | 109 | 109
35 | CC1(OO)CCC2CC1C2(C)C (stereo not drawn) | 96 | 93 | 95 | 103 | 91 | 99 | 101 | 99
36 | CC12CCC3C4CCC(=O)C=C4CCC3C1CC1CC(=O)OC12 (stereo not drawn) | 102 | 110 | 91 | 84 | 93 | 88 | 99 | 104
37 | Cn1cc(-c2csc(-c3cn(CCN4CCOCC4)c4ccccc34)n2)c2cccnc21 | 37 | 55 | 67 | 63 | 49 | 55 | 18 | 39
38 | CN(C)c1ccc(N=Nc2ccc([As](=O)(O)O)cc2)cc1 | 86 | 113 | 104 | 103 | 95 | 107 | 115 | ·
39 | CC1CN1P(=O)(c1ccccc1)N1CC1C (stereo not drawn) | 109 | 112 | 96 | 100 | 97 | 100 | · | 105
40 | Clc1cccc(NCOOC2(OOCNc3cccc(Cl)c3)CCCCC2)c1 | 37 | 55 | -86* | 3.1* | -46* | 50 | 71 | 60
41 | CC(C)C1c2ccc(O)cc2Oc2nc(N)c(C#N)c(N)c21 (stereo not drawn) | 95 | · | 103 | 91 | · | 93 | 91 | 129
42 | CCCCN(CCCC)CC(O)c1ccc(I)cc1 (stereo not drawn) | 105 | 98 | 90 | 98 | 61 | · | 92 | 88
43 | COc1cccc2c1c(C(=O)C(=O)Nc1cc(C)no1)cn2Cc1ccc(F)cc1 | 67 | 79 | 56 | 92 | 57 | 64 | 36 | 46
44 | CCCCCN(CCCCC)CC(O)c1ccc(I)cc1 (stereo not drawn) | 100 | 79 | 42 | 94 | 72 | 88 | 96 | 88
45 | CCC(C)(C)O | 6.6* | 98 | 108 | 108 | 95 | · | 101 | 107
46 | CCCCCCCCOC(=O)CCN1CC1 | 110 | 99 | 97 | 99 | 77 | 124 | 105 | 107
47 | O=C(O)C1(c2ccccc2)OC1c1ccccc1 (stereo not drawn) | 97 | 109 | 100 | 89 | 87 | 106 | 97 | 107
48 | CC(O)c1cccc(Cl)c1 (stereo not drawn) | 102 | 109 | 106 | 113 | 93 | 99 | 108 | 92
49 | ClCCN(CCCl)c1ccc(/C=C/c2ccncn2)cc1 | 72 | 97 | · | 89 | 96 | 115 | 94 | 118
50 | CC(C)CCC1(CCO)C(=O)NC(=S)NC1=O | 115 | 105 | 104 | 92 | 89 | 105 | 105 | 103
51 | COC1C(OC(=O)/C=C/C=C/C=C/C=C/C(=O)O)CCC2(CO2)C1C1(C)OC1CC=C(C)C (stereo not drawn) | 129 | 98 | 55 | 71 | · | 95 | 82 | 79
52 | CCC(Br)C(N)=O (stereo not drawn) | 99 | 102 | 98 | · | 113 | 97 | 102 | 107
53 | Nc1c(Cl)c(Cl)nc(C(=O)O)c1Cl | · | 86 | 91 | 108 | 106 | 87 | 108 | 104
54 | O=C1C[C@@H]2OCC=C3C[N+]4([O-])CC[C@]56c7ccccc7N1[C@H]5[C@H]2[C@H]3C[C@@H]64 (stereo partly drawn) | 99&85 | 93 | 99&88 | 98&101 | 70 | 97 | 104&105 | 96&106
55 | O=[N+]([O-])c1cccc2c1Oc1ccccc1O2 | 80 | 85 | 105 | 87 | 72 | 80 | 80 | 94
56 | OCc1cnc[nH]1 | 98 | 111 | 103 | 102 | 102 | 107 | 102 | 100
57 | CC(C)OC(=O)OCSP1(=O)OCC2OC(n3ccc(=O)[nH]c3=O)C(F)C2OP(=O)(O)OCC2OC(n3cnc4c(N)ncnc43)C(F)C2O1 (stereo not drawn) | 86 | 102 | 101 | 73 | 66 | 109 | 102 | 93
58 | CC(Br)C(=O)Nc1ccccc1 (stereo not drawn) | 90 | · | 46 | 92 | 99 | 93 | 87 | 91
59 | Clc1ccc(Br)cc1 | 132 | 109 | 99 | 98 | · | 98 | 111 | 100
60 | Cc1sc2c(c1C)C(c1ccc(Cl)cc1)=N[C@@H](CC(=O)OC(C)(C)C)c1nnc(C)n1-2 | 39 | 42 | 7.8* | 38 | 21 | 37 | 21 | 43
61 | O=C1NC(=O)C(=Cc2cn(CCCCCCn3c4ccccc4c(=O)c4ccccc43)c3ccccc23)C(=O)N1 | 81 | 90 | 84 | 92 | 96 | 87 | 90 | 94
62 | C[C@]12CCc3nc(Nc4cccc(C(=O)O)c4)sc3C1=CC[C@@H]1[C@@H]2CC[C@]2(C)C(=O)CC[C@@H]12 | 92 | 107 | 101 | 102 | 128 | 107 | 98 | 101
63 | O=C(O)/C=C/c1ccccc1 | 40&94 | 100&104 | 100&105 | 106&84 | 78 | 103&111 | 101&109 | 106&108
64 | COc1ccc(CO)cc1O | · | 102 | 110 | 107 | 95 | 112 | 104 | 99
65 | O=C(c1ccccc1)C(F)(F)Cl | 108 | 99 | 96 | 112 | 107 | 87 | 100 | 91
66 | COC(=O)[C@@H](C)C[C@H](Cc1ccccc1)NC(=O)c1csc([C@@H](C[C@H](C(C)C)N(C)C(=O)[C@@H](NC(=O)[C@H]2CCCN2C)C2CC2)OC(C)=O)n1 | 6.1* | 31 | 15 | 13 | -6.2* | 12 | -52* | 5.1*
67 | C[C@@H]1CC[C@@]2(NC1)O[C@H]1C[C@H]3[C@@H]4CC=C5C[C@@H](O)CC[C@]5(C)[C@H]4CC[C@]3(C)[C@H]1[C@@H]2C | 96 | 98 | 88 | 88 | 87 | 106 | 102 | 93
68 | CC(C)(C1CCC(O)CC1)C1CCC(O)CC1 (stereo not drawn) | 113&102 | 101&105 | 99 | 102&106 | 106 | 100 | 101&99 | 104&97
69 | CCCCC1(CC)COP(=O)(OCC(Cl)(Cl)Cl)OC1 (stereo not drawn) | 124 | 115 | 97 | 92 | 95 | 112 | 102 | 96

# From PubChem BioAssay

# This is a subset. The share of hits here may be higher or lower than overall.
